Screens as filed in PubChem BioAssay.
PrPC TRFRET: reduces human prion protein on the cell surface; P04156; cell surface PrPC, TR-FRET read-out; inhibition, % at 13.8 µM; hit rate 0.43% among 370,000; in the data active = inhibition above about 24%; also: 0% = median of the test wells and 100% = reference compound wells
BoNT F protease: inhibitors of Botulinum neurotoxin F light chain protease | hit rate 0.22% among 360,000 | AID 588497 | Multiplex microsphere protease cleavage assay, flow cytometry | inhibition, % at 10 µM; in the data active = inhibition above about 35%, passing the limit was not always enough; inconclusive = no clear call, values can overlap the other calls; also: plate controls were buffer without enzyme for full effect and enzyme alone for no effect
FadD28 binding: M. tuberculosis FadD28 bisubstrate binding inhibition; FadD28 bisubstrate probe binding, fluorescence polarization; inhibition, % at 12.5 µM; hit rate 0.22% among 360,000; AID 588549; in the data active = inhibition above about 8.5%, passing the limit was not always enough; inconclusive = no clear call, values can overlap the other calls
BoNT A protease: BoNT A light chain protease inhibition | inhibition, % at 10 µM | hit rate 0.17% among 360,000 | multiplex microsphere protease substrate cleavage, flow cytometry | AID 588499; in the data active = inhibition above about 30%; inconclusive = no clear call, values can overlap the other calls; also: plate controls were buffer without enzyme for full effect and enzyme alone for no effect
CCHF vOTU inh: blocks the CCHF virus ovarian tumor domain protease; CCHFV vOTU protease, Pep-AMC fluorescence; inhibition, % at 11.5 µM; hit rate 0.55% among 370,000; AID 651958; also: 0% = vehicle wells with enzyme and 100% = no enzyme wells
FBA Mtb inh: inhibitors of M. tuberculosis fructose-bisphosphate aldolase; P9WQA3; purified M. tuberculosis FBA, fluorescence read-out; hit rate 2.3% among 360,000; inhibition, % at 1 µM; in the data active = inhibition above about 27%;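 also: 0% = vehicle and 100% = reference inhibitor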
Target sequence (P9WQA3 whole entry, looked up): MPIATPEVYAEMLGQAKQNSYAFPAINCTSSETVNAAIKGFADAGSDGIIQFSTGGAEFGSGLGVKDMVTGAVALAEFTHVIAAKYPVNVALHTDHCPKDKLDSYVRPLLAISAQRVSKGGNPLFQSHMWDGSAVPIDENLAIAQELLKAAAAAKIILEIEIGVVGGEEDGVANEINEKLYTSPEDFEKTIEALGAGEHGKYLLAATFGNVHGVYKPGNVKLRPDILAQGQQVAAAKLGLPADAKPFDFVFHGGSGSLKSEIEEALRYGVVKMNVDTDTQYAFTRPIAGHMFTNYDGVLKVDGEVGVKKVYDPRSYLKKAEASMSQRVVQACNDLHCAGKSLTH
UGM FP inh: Mtb UDP-galactopyranose mutase inhibition; P9WIQ1; purified UGM, fluorescence polarization probe displacement; inhibition, % at 10 µM; hit rate 0.06% among 320,000; in the data active = inhibition above about 10%, passing the limit was not always enough; inconclusive = no clear call, values can overlap the other calls
Target sequence (P9WIQ1 whole entry, looked up): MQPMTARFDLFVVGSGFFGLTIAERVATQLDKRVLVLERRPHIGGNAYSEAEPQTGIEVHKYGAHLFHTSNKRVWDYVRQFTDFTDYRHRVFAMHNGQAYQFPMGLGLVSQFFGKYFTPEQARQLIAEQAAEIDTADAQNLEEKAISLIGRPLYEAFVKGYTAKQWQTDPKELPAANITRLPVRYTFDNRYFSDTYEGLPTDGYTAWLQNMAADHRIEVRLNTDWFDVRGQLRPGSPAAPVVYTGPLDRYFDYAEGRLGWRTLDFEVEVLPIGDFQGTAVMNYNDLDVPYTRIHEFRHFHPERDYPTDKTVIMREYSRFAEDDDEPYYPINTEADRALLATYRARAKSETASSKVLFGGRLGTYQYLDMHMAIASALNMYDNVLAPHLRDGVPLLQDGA
BioA inh: BioA (M. tuberculosis) enzyme inhibition. inhibition, % at 9.99 µM. AID 602481. hit rate 0.096% among 360,000. purified M. tuberculosis BioA enzyme, plate reader; in the data active = inhibition above about 40%; inconclusive = no clear call, values can overlap the other calls
GDH-TPI inh: counter-screen for M. tuberculosis FBA inhibitors: GDH-TPI coupled enzymes; GDH-TPI coupled enzyme counterscreen, NADH absorbance; inhibition, % at 4.8 µM; hit rate 1.2% among 360,000; AID 588335;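 also: 0% = DMSO wells and 100% = wells lacking the enzyme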
* hit, by the source's call; ? = inconclusive; / = not tested or not shown. Rule as the data show it, unless noted: active = inhibition above about 30%; inactive = the rest. The order is random. Share with any hit: about 4.8%.

SMILES	PrPC TRFRET	BoNT F protease	FadD28 binding	BoNT A protease	CCHF vOTU inh	FBA Mtb inh	UGM FP inh	BioA inh	GDH-TPI inh
CCOC(=O)c1sc(NC(=O)C2CC(=O)N(c3ccccc3C)C2)nc1C (configuration not stated)	2.6	-10.2	-4.4	0.1	-2.5	-0.8	1.5	0.0	-5.2
CCCCN(C(=O)c1cc(Cl)nc2ccccc12)c1c(N)n(CCCC)c(=O)[nH]c1=O	-3.8	5.9	-1.7	5.5	-13.2	3.5	-1.2	-1.7	7.7
O=C(c1cccc(F)c1)N1CCN(C(=O)C(c2ccccc2)c2ccccc2)CC1	1.0	-0.8	-0.3	0.3	17.1	2.6	-2.8	-0.7	-6.6
CS(=O)(=O)N1N=C(c2cccs2)CC1c1ccccc1O (configuration not stated)	-7.0	-3.7	-1.6	-0.1	-3.6	-2.5	0.4	/	-4.5
O=C(NCc1ccccn1)Nc1ccccc1C(F)(F)F	5.1	/	-1.7	/	-6.8	3.5	-2.2	-0.7	6.3
N/C(=N/OS(=O)(=O)c1ccc([N+](=O)[O-])cc1)c1ccncc1	-15.9	1.6	-2.1	-0.4	14.3	-4.0	1.2	-0.4	-10.8
Cc1ccc(NC(=O)c2cccc3cccnc23)cc1	-3.6	-10.4	-1.2	-2.1	-6.6	-4.8	-2.5	-4.3	-0.4
O=S(=O)(c1cccc(C(F)(F)F)c1)c1ccc(O)cn1	2.0	-6.1	-1.6	-0.7	-7.0	-4.0	-0.6	/	-10.1
C=CCOc1c(Cl)cc(/C=N/O)cc1OC	9.9	-6.0	-3.7	-0.8	2.4	-5.1	-0.5	1.2	12.0
CN(CC(=O)Nc1ccc(F)cc1)C(=O)Cn1nnc(-c2ccccc2)n1	1.6	2.7	0.3	0.6	8.9	0.9	2.2	-1.9	9.9
CCCCOCC1CC(CC#CCN2CCCCC2)C(=O)O1 (configuration not stated)	5.3	-0.6	1.5	0.3	4.6	10.9	/	0.5	1.9
Cc1ccc(S(=O)(=O)CCC(=O)Nc2ccccc2N2CCCC2)cc1	2.9	-9.7	-2.1	-0.6	-5.9	2.2	1.7	-0.4	2.5
CN(Cc1ccc(F)cc1)C(=O)c1ccc(NS(=O)(=O)c2ccccc2)cc1	4.8	-8.9	-3.5	2.1	3.2	-2.3	2.2	/	4.6
Cc1ccc2c(c1)N(CC(=O)NCC1CCCO1)C(=O)C(C)O2 (configuration not stated)	3.3	0.9	-0.7	0.5	-4.5	1.2	0.8	-2.6	-3.8
Cc1cc(C)n2c(Nc3c(C)cccc3C)c(-c3ccccn3)nc2n1	0.6	-46.5	/	-0.8	3.4	/	/	/	/
O=c1oc2cc(O)c(Cl)cc2c2ccccc12	3.8	-4.4	-1.5	0.4	30.5*	5.1	0.7	0.8	17.8
Cc1nnc(NC(=O)CCSc2ccc(Cl)cc2)s1	3.1	-3.4	-1.6	-0.2	-0.8	0.9	2.5	0.4	11.7
Cc1ccc(C)c(S(=O)(=O)Nc2ccc(C(N)=O)cc2)c1	9.1	-6.2	-2.0	0.8	21.4	-1.8	0.2	-0.9	-1.6
CC(=O)NC(=S)Nc1ccccc1F	2.5	-12.7	-2.3	-0.4	8.6	-1.8	3.7	/	3.3
COc1cc(OC)cc(OC)c1	-3.0	6.1	-0.9	-0.1	5.3	2.2	/	-3.6	3.6
COc1ccccc1C(=O)NCCC(=O)Nc1ncccc1C	-5.5	1.8	-2.8	-1.5	0.5	-5.3	0.3	-0.2	-2.0
O=C(COC(=O)/C=C/c1cccc([N+](=O)[O-])c1)NCc1ccco1	-7.0	-3.1	-4.3	-0.2	8.0	0.6	-1.4	/	0.0
CC(=O)Nc1ccc(NC(=O)CN2CCN(c3ccccn3)CC2)cc1	-4.8	24.1	-1.5	1.5	-4.6	1.3	-1.2	-0.9	13.0
CCSc1nnc(SCC(=O)N2CCN(C(=O)c3ccco3)CC2)s1	5.7	-2.4	-1.6	0.2	-7.5	-2.4	4.3	2.7	1.7

Exported with two lines to a compound: two of the compounds above.
Value order – PrPC TRFRET	BoNT F protease	FadD28 binding	BoNT A protease	CCHF vOTU inh	FBA Mtb inh	UGM FP inh	BioA inh	GDH-TPI inh
> CC(=O)Nc1ccc(NC(=O)CN2CCN(c3ccccn3)CC2)cc1
 : -4.8	24.1	-1.5	1.5	-4.6	1.3	-1.2	-0.9	13.0
> CCSc1nnc(SCC(=O)N2CCN(C(=O)c3ccco3)CC2)s1
 : 5.7	-2.4	-1.6	0.2	-7.5	-2.4	4.3	2.7	1.7

(further entries)
SMILES	PrPC TRFRET	BoNT F protease	FadD28 binding	BoNT A protease	CCHF vOTU inh	FBA Mtb inh	UGM FP inh	BioA inh	GDH-TPI inh
CCN(CC)CCCNC(=O)c1cc2c(-c3ccc(Cl)cc3)nn(C)c2s1	-6.6	-10.1	-4.9	-0.9	-10.5	20.8	-0.4	0.6	10.1
O=C(NC1CCN(S(=O)(=O)c2ccccc2)CC1)c1ccc(F)cc1	4.8	?	0.1	1.1	-3.5	1.5	8.5	0.3	-3.9
COc1ccc(CC(=O)Nc2cc(S(=O)(=O)N3CCCCC3)ccc2N2CCN(C)CC2)cc1	-8.0	4.8	-3.3	1.7	-2.0	1.2	1.6	-0.8	-4.4
COc1ccc(C(=O)N/C(=C\c2cn(C)c3ccccc23)C(=O)NCCCN2CCOCC2)cc1	-5.9	-6.5	0.2	0.3	17.0	-0.3	-1.8	0.5	19.5
COc1ccc(NC(=O)c2ccc(-c3ccc(C)c4ccccc34)o2)cc1	0.9	-6.0	-3.7	0.6	1.4	3.7	3.2	0.9	3.5
CCOc1cccc(CNCCO)c1OCc1ccc(Cl)cc1Cl	10.9	-9.0	-1.2	0.2	12.8	-1.5	-1.6	/	6.3
Cc1ccc(C(=O)OCC(=O)NCC(F)(F)F)cc1C	0.0	-3.3	-3.8	-0.7	0.6	1.9	-0.7	/	-2.2
CN1CCN(NC(=O)c2ccc(Cl)c([N+](=O)[O-])c2)CC1	-13.6	-1.4	-2.2	-0.4	2.7	4.4	-0.8	-0.6	-5.3
CCCN(C(=O)COC(=O)Cn1c(=O)oc2ccccc21)c1c(N)n(Cc2ccccc2)c(=O)[nH]c1=O	0.0	-6.6	-1.1	-2.3	-4.5	0.0	-0.8	/	1.4
Cc1ccc(C(=O)NC(Cc2cccc(F)c2)C(=O)O)cc1 (configuration not stated)	-0.2	-1.0	-1.9	0.0	-10.3	4.3	/	-0.4	12.7
COc1cccc(CSc2nc3ccccc3[nH]2)c1	7.3	-0.4	-4.0	-0.1	-2.7	-0.1	2.0	/	-7.8
CCn1cc(C(=O)NC2CCCCC2)c(=O)c2cc(S(=O)(=O)N(C)C)ccc21	-3.8	1.1	0.0	0.0	-2.6	2.2	2.7	-1.5	17.8
CC(C#N)(NC(=O)CN1CCN(S(=O)(=O)c2ccccc2Cl)CC1)C1CC1 (configuration not stated)	-1.1	-4.1	-0.5	-0.2	-0.8	3.8	-1.3	-0.3	1.3
O=C(Nc1ccon1)c1cccc(S(=O)(=O)N2CCCC2)c1	6.1	-1.5	-3.7	-0.4	-5.6	-3.1	0.5	-0.6	-8.6
O[C@H]1C2CCC1C(N1CCCCC1)CC2 (some centres not stated)	2.8	-9.9	-3.0	-1.3	0.2	-2.0	0.3	-0.8	-10.6
CN1CCN(CCP(=O)(c2ccccc2)c2ccccc2)CC1	-8.7	-3.9	0.3	-0.3	-2.4	7.5	2.2	1.0	11.3
COc1ccc(Cl)cc1NC(=S)N1CCCC1	-5.6	-2.2	-3.2	-0.9	-10.4	1.6	-1.2	/	0.9
CCn1cc(C2N3CC4(C)CN2CC(C)(C3)C4=O)c2ccccc21 (configuration not stated)	0.5	-3.2	-2.0	-0.1	-6.5	4.4	2.6	-1.1	1.4
Cc1cccc(C)c1NC(=O)C1NC(=O)CC1c1ccccc1 (configuration not stated)	-7.8	6.8	0.1	0.8	-0.7	3.2	-0.5	0.1	3.0
COc1cc(C2(c3ccc(O)c(OC)c3)C(=O)N(C)c3ccc(C)cc32)ccc1O	4.8	-0.3	1.1	0.5	-9.2	0.8	-4.2	0.0	-4.1
O=C(C1CCCO1)N1CCN(C(=S)NC2CC2)CC1 (configuration not stated)	-4.1	-4.8	-1.1	-0.7	1.1	-1.4	-2.2	/	0.3
O=C(Nc1ccccc1C(=O)Nc1ccccc1C(=O)O)c1ccccc1	-5.5	-19.2	-10.1	1.4	12.2	0.0	1.8	3.5	1.1
CCc1nnc(NC(=O)CSc2nc(-c3ccccc3)c(-c3ccccc3)o2)s1	-6.0	1.6	-1.0	0.6	-4.1	5.8	1.3	/	-4.4
CC(C)(C)N1CC(c2nc3ccccc3n2Cc2ccc(F)cc2)CC1=O (configuration not stated)	2.0	1.5	-5.5	-0.1	8.9	-9.4	-4.3	3.7	3.7
Cc1ccc2nc(SCC(=O)N3CCC(Cc4ccccc4)CC3)nc(=O)n2c1	-6.2	9.0	-4.3	3.7	1.1	1.3	/	/	8.6
CCN1C(=O)C(=O)N(CC(=O)Nc2cccc(C(F)(F)F)c2)C1=O	3.0	8.6	-0.8	-0.6	-2.2	6.4	0.2	/	0.0
Cc1ccc(C(=O)N(CCc2ccccc2)Cc2ccccc2)cc1S(=O)(=O)N1CCCCC1	8.3	-2.1	-2.9	-2.8	9.9	-1.4	1.2	-1.3	0.0
O=C(CN1C(=O)C2C3C=CC(C3)C2C1=O)OCC(=O)c1ccc([N+](=O)[O-])cc1 (configuration not stated)	-4.2	8.5	-0.6	-3.3	-24.5	-1.4	-1.3	0.3	13.3
CCN(CC)S(=O)(=O)c1ccc(Cl)c(C(=O)NCC2CCCO2)c1 (configuration not stated)	15.4	2.0	-1.8	-2.5	-8.3	1.9	-2.3	0.3	-5.3
O=C(N/N=C/c1cccnc1)c1cccc(NC(=O)c2cccc(Br)c2)c1	-3.8	-0.5	-3.8	-0.4	-1.5	-2.4	-1.0	15.5	-1.1
COc1ccccc1CNC(=O)COC(=O)Cc1c[nH]c2ccccc12	-1.0	/	-2.0	/	-2.9	-2.6	-0.4	-1.7	-1.7
CC1=C(C(=O)N(C(C)C)C(C)C)CC(CC(=O)NCc2cccs2)C(=O)N1Cc1ccccc1 (configuration not stated)	3.6	2.1	-2.0	-0.5	-1.8	0.7	/	-5.6	-6.2
COc1ccc(NC(=O)C(=O)NCC(=O)Nc2cc(OC)ccc2OC)cc1	-3.5	-13.1	0.6	-2.4	0.0	2.7	-0.2	-0.8	4.2
O=C(CCc1ccccc1)NNC(=O)COc1ccc([N+](=O)[O-])cc1	3.8	-11.3	-3.6	-1.7	-12.1	3.1	-0.5	-3.4	9.1
COc1ccc(Cl)cc1S(=O)(=O)N1CCN=C1Cc1ccccc1	1.2	-2.9	-2.4	1.0	0.7	-0.9	-2.3	2.4	-6.9
CCCC(=O)OCCNc1cc(Sc2nc3ccccc3[nH]2)c2nonc2c1[N+](=O)[O-]	-17.7	-5.1	1.2	3.1	15.1	-5.8	-0.8	0.9	16.3
OCc1cnc(SCc2ccccc2)n1Cc1ccccc1	-1.0	4.1	-0.6	0.3	-2.3	1.6	0.0	0.9	-3.2
C=CCN1C(=O)C2(OCCCO2)c2cccc(C)c21	-12.1	/	-1.1	/	-11.0	0.5	2.4	0.4	5.1
COc1ccc(/C=N\NC(=O)c2ccccc2Br)cc1COc1c(F)c(F)cc(F)c1F	-3.0	-0.1	-2.3	-0.8	11.1	-2.1	0.6	-0.7	6.5
CC(NC(=O)c1ccco1)c1nc(-c2ccc(C(C)(C)C)cc2)no1 (configuration not stated)	-5.5	-4.8	-2.2	-4.3	8.6	0.5	2.0	-0.1	3.0
COC(=O)c1cccc(CSc2nnc(-c3ccco3)n2-c2ccccc2)c1	0.9	1.2	-5.1	-0.2	11.4	1.8	-0.5	2.2	-7.6
Cc1noc(/C=C/Nc2ccc(F)cc2F)c1[N+](=O)[O-]	-16.9	-8.6	0.1	-0.6	-4.0	-24.3	2.5	/	9.2
